Source: PubChem BioAssay (National Center for Advancing Translational Sciences (NCATS))
Epigenetic derep = epigenetic control regulation, reporter derepression. murine LDR cells, GFP reporter derepression, 30 h. Potency, µM (top dose mostly 53.9 µM), without a hit: at the highest dose GFP activation, most hits filed as activators. hit rate 0.2% among 280,000. AID 1865; active means well fitted activation curve with a large enough effect; inconclusive means small, poorly fitted or top-dose-only effect; further: % of control where 0% means no effect; nearly all actives have a fitted effect of over 60% in size
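In this reporter-derepression format, murine cells bearing a silenced integrated CMV-GFP locus incubate with test compound (30 h, 37 C), then are washed and imaged; fluorescent objects of 20–120 um count as induced cells.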
* hit, by the source's call; ? = inconclusive. Potency means the concentration at half of the fitted maximal effect. A portion of the library; count on the stated rates, not on these rows.

Epigenetic derep	mol
4.1%	CCC(=O)N1CCc2cc(S(=O)(=O)NC(Cc3ccccc3)C(=O)Nc3ccc(Cl)cc3)ccc21 (stereo unspecified)
2.5%	Cc1ccc(CNC(=O)CN2CCN(Cc3ccc(F)cc3Cl)C2=O)cc1
-1.1%	CCOc1nc(NC(=O)NS(=O)(=O)Oc2ccc(Cl)cc2)nc(-c2ccccc2)n1
-1.0%	Cc1ccsc1CN(C(=O)c1oc2ccccc2c1C)C1CCS(=O)(=O)C1 (stereo unspecified)
-1.8%	O=S(=O)(Nc1ccc(F)cc1F)c1ccc(Br)s1
-2.9%	COc1ccccc1N1CCN(C(=O)CCc2nnc3n(C)c(=O)c4sccc4n23)CC1
5.6%	CCc1cccc(NS(=O)(=O)c2ccc3c(c2)CC(C)N3C(=O)C2CC2)c1 (stereo unspecified)
6.6%	Cc1ccc(-n2c(=O)c3ccc(C(=O)NCc4ccccc4Cl)cc3n(CC(=O)Nc3cccc(Cl)c3)c2=O)cc1

The listing continues:
Epigenetic derep	mol
8.5%	CCCCn1c(=O)c2oc3ccccc3c2n(Cc2ccc(C)cc2)c1=O
0.0%	Cc1ccc2oc3c(c(=O)c2c1)C(c1ccc(F)cc1)N(Cc1ccc2c(c1)OCO2)C3=O (stereo unspecified)
11%	COc1cccc(-c2ccnc3c(-c4ccc(F)cc4)c(C)nn23)c1
-1.6%	O=S(=O)(c1ccc(Cl)cc1)c1nc(-c2ccccc2Br)oc1NCc1ccccc1
1.3%	COc1cc2c(=O)c(S(=O)(=O)c3ccccc3)cn(CC(=O)Nc3ccccc3C)c2cc1OC
1.1%	CCCN1C(=O)c2ccccc2CC1(C)C(=O)NC1CCCCC1 (stereo unspecified)
2.9%	CCOc1ccc(NC(=O)COc2ccc(S(=O)(=O)NC3CCCCC3)cc2)cc1
-2.4%	COc1cc(-c2noc(-c3ccc(NCCc4ccccc4)c([N+](=O)[O-])c3)n2)cc(OC)c1OC

Later entries
Epigenetic derep	mol
1.6%	COc1cccc2c1cc1c(=O)n(CC(=O)NCc3ccc(C)o3)nc(C)n12
-2.1%	COc1ccccc1N1CCN(S(=O)(=O)c2c(C)nc3sc(C)c(C)n3c2=O)CC1
-2.2%	Cc1cccc(C)c1Nc1c(-c2ccc(Cl)s2)nc2ncccn12
2.4%	Cc1ccc(C(=O)Nc2ccc(NC(=O)c3cccs3)cc2)cc1C
2.1%	Cc1nc2nc(C)c(NS(=O)(=O)c3ccc(F)cc3)c(=O)n2[nH]1
-2.5%	COc1ccc(NC(=O)c2ccc3c(=O)n4nc(Nc5cc(C)ccc5C)sc4nc3c2)cc1
-1.4%	Cc1ccc(CNC(=O)Cn2cc3c(n2)-c2c(oc(C(=O)N4CCOCC4)c2C)CC3)cc1
-0.8%	COc1ccc(-c2cc(C(=O)Oc3ccc(C)cc3)c3ccccc3n2)cc1

More records.
Epigenetic derep	mol
-0.2%	CCc1nccn1S(=O)(=O)c1cc(Br)ccc1Br
-2.0%	O=C1[C@@H]2CSC(c3ccc(F)cc3)N2C(=O)N1c1ccc(Cl)cc1 (stereo partly specified)
1.1%	CCCCOc1ccc(C2c3c(oc4ccccc4c3=O)C(=O)N2c2nc(C)c(C(=O)OCC)s2)cc1OC (stereo unspecified)
0.0%	COC(=O)c1cc2oc3ccccc3c2n1Cc1nc(-c2cccc(Cl)c2)oc1C
0.7%	Cc1ccc(NC(=O)C2CCCN(S(=O)(=O)c3c(C)n[nH]c3C)C2)c(C)c1 (stereo unspecified)
-1.9%	COc1ccc(-c2nc3n(n2)C(c2ccccc2F)C(C(=O)Nc2cccnc2)=C(C)N3)cc1OC (stereo unspecified)
0.1%	Cc1cccc(Oc2ccc(NC(=O)CCC(=O)OCC(=O)c3ccc(Br)cc3)cc2)c1C
0.8%	COC(=O)c1sc(N2C(=O)c3oc4cc(C)c(C)cc4c(=O)c3C2c2ccccc2F)nc1C (stereo unspecified)

Other compounds
Epigenetic derep	mol
-0.2%	N#Cc1ccc(-c2cccs2)nc1SCc1ccc(Cl)cc1Cl
-0.4%	COc1ccc2[nH]c3c(c2c1)CCN(C(=O)c1cccc(Cl)c1)C3c1ccc(F)cc1 (stereo unspecified)
-0.8%	COc1ccc(NC(=O)c2oc3ccccc3c2NC(=O)COc2ccc(F)cc2)c(OC)c1
-0.2%	CCc1cccc(C)c1NC(=O)Cn1ncc2c3ccccc3n(Cc3ccccc3)c2c1=O
0.0%	O=C(NCc1ccccc1)c1ccc2c(c1)N(Cc1ccccc1F)C(=O)c1ccccc1S2=O (stereo unspecified)
0.0%	Cc1ccccc1-c1ccnc2[nH]n(-c3ccccc3)c(=O)c12
?	COc1ccc2c(c1)c1c(c(=O)n(-c3ccc(F)c(Cl)c3)c(=O)n1Cc1ccccc1F)n2C
-8.4%	CCCN(CCC)CCCNC(=O)c1cnn(-c2ccc(F)cc2)c1-n1cccc1

(cont.)
Epigenetic derep	mol
4.3%	Cc1c(Cl)cccc1NC(=O)Cn1c(=O)n(Cc2nc(-c3ccccc3)no2)c(=O)c2cc3c(cc21)OCO3
0.2%	COc1cccc(NC(=O)CSc2nc(O)c(C/C=C/c3ccccc3)c(=O)[nH]2)c1
1.9%	Nc1c(C(=O)NCc2ccc(Cl)cc2)sc2nc(-c3ccc(F)cc3)ccc12
2.6%	O=C(Nc1ccc(OC(F)(F)F)cc1)c1cc(-c2ccc(Cl)cc2)on1
-1.9%	Cc1ccc(C(=O)COC(=O)CCC(=O)Nc2ccc(Oc3ccccc3)cc2)cc1
-3.3%	COc1cc(C(=O)Nc2nnc(CC(C)(C)C)s2)cc(OC)c1OC
2.3%	COc1ccc(C(=O)N2CC(=O)Nc3ccc(C)cc3C2c2ccccc2)c(OC)c1 (stereo unspecified)
0.3%	O=C(NCc1ccccc1)c1nc(S(=O)(=O)Cc2ccccc2)ncc1Cl

Arranged by value in Epigenetic derep (ascending): 4 from the list above
Epigenetic derep	mol
-3.3%	COc1cc(C(=O)Nc2nnc(CC(C)(C)C)s2)cc(OC)c1OC
-1.9%	Cc1ccc(C(=O)COC(=O)CCC(=O)Nc2ccc(Oc3ccccc3)cc2)cc1
2.3%	COc1ccc(C(=O)N2CC(=O)Nc3ccc(C)cc3C2c2ccccc2)c(OC)c1 (stereo unspecified)
2.6%	O=C(Nc1ccc(OC(F)(F)F)cc1)c1cc(-c2ccc(Cl)cc2)on1

Next records follow.
Epigenetic derep	mol
-0.1%	CCC12CN3CC(C)(CN(C1)C3c1c(C)[nH]c3ccccc13)C2=O (stereo unspecified)
1.1%	Cc1ccc(N(CC(=O)Nc2cc(C)ccc2C)S(=O)(=O)c2c(C)noc2C)cc1
-0.5%	COc1cccc(C(=O)COC(=O)c2cc(-c3cccs3)nc3ccccc23)c1
-0.9%	O=C(NC1CCN(Cc2ccccc2)CC1)c1ccc(Cn2c(=O)c3ccccc3n(Cc3ccc(F)cc3)c2=O)cc1
3.1%	CCOC(=O)c1ccc(NC(=O)CCC(=O)N2CCSc3ccccc32)cc1
-2.4%	Cc1c2cnn(CC(=O)NC(C)C)c(=O)c2c(C)n1Cc1cccc(Cl)c1
0.0%	CCc1ccc(CNC(=O)c2ccc3c(Cl)c4c(nc3c2)CCCC4)cc1
-1.1%	Nc1nonc1C(=O)NCCNCc1ccc(Cl)c(Cl)c1

Additional entries
Epigenetic derep	mol
-4.3%	CCOc1ccc(NC(=O)Cn2cc(C(=O)c3ccc(C)c(C)c3)c(=O)c3cc(OC)c(OC)cc32)cc1
-1.6%	CCOC(=O)c1c(-c2ccccc2)oc2ccc(OCc3ccccc3Br)cc12
0.8%	COc1ccc(Br)cc1Cn1nnc(C(=O)Nc2cccc(SC)c2)c1N
-1.8%	Cc1ccc(-n2c(=O)c3cccnc3n2CC(=O)NCc2ccc(F)cc2)cc1C
0.0%	CCc1nn(CC(=O)Nc2cccc(C(C)=O)c2)c(=O)c2cc3sccc3n12
1.9%	COc1ccc(OCC(=O)N(Cc2ccc(C)o2)C2CCS(=O)(=O)C2)cc1 (stereo unspecified)
-5.4%	CC(C)Cc1nn2cc(-c3cccc(Br)c3)nc2s1
-1.4%	COc1ccc(CCNc2nccn(-c3ccc(C)c(C)c3)c2=O)cc1OC

A second format for some results above.
> CCc1nn(CC(=O)Nc2cccc(C(C)=O)c2)c(=O)c2cc3sccc3n12
  Epigenetic derep = 0.0%
> CCOc1ccc(NC(=O)Cn2cc(C(=O)c3ccc(C)c(C)c3)c(=O)c3cc(OC)c(OC)cc32)cc1
  Epigenetic derep = -4.3%
> CCOC(=O)c1c(-c2ccccc2)oc2ccc(OCc3ccccc3Br)cc12
  Epigenetic derep = -1.6%
> CC(C)Cc1nn2cc(-c3cccc(Br)c3)nc2s1
  Epigenetic derep = -5.4%

(list continues)
Epigenetic derep	mol
-1.9%	Cc1oc2ccc(O)c(CN3CCCCC3C)c2c1C(=O)Nc1ccccc1 (stereo unspecified)
4.6%	Cc1ccc(C(=O)Nc2nc3nc(C)cc(=O)n3[nH]2)cc1
0.8%	Cc1ccc(Cl)cc1NC(=O)c1sc2nc(C)c(C)c(C)c2c1N
0.0%	CC(=O)Nc1ccc(NC(=O)C(NC(=O)C2CCC(C)CC2)C(C)C)cc1 (stereo unspecified)
0.0%	COc1ccc(-c2nc(CSCC(=O)N3CCN(c4ccccc4F)CC3)c(C)o2)cc1
0.0%	CCc1nn2c(-c3ccco3)ccnc2c1-c1ccc(F)cc1
-3.9%	Cc1ccc(O)c(NC(=O)C2=CC(c3ccco3)=NS(=O)(=O)N2C)c1
3.9%	O=C(CN1C(=O)COc2ccc(S(=O)(=O)N3CCOCC3)cc21)Nc1ccc(F)c(Cl)c1

Continuation:
Epigenetic derep	mol
-0.5%	COC(=O)CNC(c1ccccc1)c1cc(Br)ccc1NC(=O)c1ccccc1 (stereo unspecified)
0.4%	COc1ccc(-c2noc(-c3ccc(N4CCN(c5ccccc5)CC4)c([N+](=O)[O-])c3)n2)cc1
1.9%	CCCN1C(C(=O)c2ccccc2)=C(OC(=O)C(C)(C)C)c2ccccc2S1(=O)=O
-2.1%	Cc1cccc(NC(=O)CSc2cn(CC(=O)N3CCOCC3)c3ccccc23)c1C
?	Nc1c(C(=O)Nc2ccc(F)cc2)sc2nc(-c3cccs3)cc(C(F)(F)F)c12
-1.6%	COc1ccc(-c2cc(C(F)(F)F)n3nc(C(=O)Nc4cccc(C(F)(F)F)c4)c(Br)c3n2)cc1
5.6%	Cc1ccc2c(=O)cc(C(=O)Nc3ccc(S(=O)(=O)N(C)c4ccccc4)cc3)oc2c1C
2.5%	COc1ccc(CCN2C(=O)N(c3ccc(F)cc3)C(=O)C2CC(=O)Nc2ccc(OC)cc2)cc1 (stereo unspecified)

The list continues.
Epigenetic derep	mol
2.8%	CCOc1ccc(CCNC(=O)c2ccc(C)c(-n3cnc4cccnc43)c2)cc1
-0.3%	COCCNC(=O)c1ccc2c(c1)N(Cc1cc(C)ccc1C)C(=O)c1ccccc1S2=O (stereo unspecified)
-0.4%	Cc1ccc2[nH]c(=O)c3cc(C(=O)N4CCN(c5ccccc5F)CC4)sc3c2c1
-1.8%	CC(C)Cn1cc(C(=O)N2CCN(c3cccc(Cl)c3)CC2)c2c3ccccc3n(C)c2c1=O
1.8%	CCn1cc(C(=O)NCc2ccc(C)cc2)c(=O)c2cc(S(=O)(=O)N(C)C3CCCCC3)ccc21
3.9%	COc1ccccc1NC(=O)C1=C(C)Nc2ncnn2C1c1ccccn1 (stereo unspecified)
-1.0%	COc1ccc2c(c1)Cc1sc(NC(=O)c3cccc(C)c3)nc1-2
0.9%	CCc1ccc(NC(=O)Cn2c(=O)n(-c3cc(OC)c(OC)c(OC)c3)c(=O)c3ccccc32)cc1

More records follow.
Epigenetic derep	mol
13%	Cc1ccc(CS(=O)(=O)c2ncc(Cl)c(C(=O)Nc3nc4ccc(F)cc4s3)n2)cc1
5.8%	Cc1nc2nc(SCC(=O)NCCc3ccccc3)nn2c(C)c1Cc1c(F)cccc1Cl
2.7%	Cc1ccc(CN2CCSc3ccc(C(=O)Nc4cc(C)cc(C)c4)cc32)cc1
0.0%	Cn1c(=NC(=O)c2ccc(S(=O)(=O)N3CCCC3)cc2)sc2cc(F)ccc21
2.1%	CCc1ccc(-n2nnc(-c3nc(-c4ccc(C)cc4)no3)c2N)cc1
0.0%	CCn1nnc2cc(C(=O)Nc3cccc(Cl)c3C)ccc21
-3.5%	CC(C)c1cc(-c2nc(-c3ccccc3)no2)n[nH]1
-6.1%	CC(C)CN(CCCNC(=O)Cn1ncc2c3ccccc3n(C)c2c1=O)CC(C)C

New compounds follow.
Epigenetic derep	mol
-8.9%	CCOC(=O)c1[nH]c(C)c(C(=O)NCc2ccccc2Cl)c1C
-2.7%	CCc1nonc1NC(=O)c1oc2cc(C)c(Cl)cc2c1C
0.0%	Cc1cc(C)c2c(=O)cc(C(=O)Nc3ccc(C)c(Cl)c3)oc2c1
0.8%	COc1cc(NC(=O)CSc2nc(-c3cccs3)cc(C(F)(F)F)n2)cc(OC)c1OC
-1.8%	Cc1ccc2nc(-c3ccccn3)c(Nc3ccc(F)cc3)n2c1
-2.2%	Cc1ccc(S(=O)(=O)N2CC=C(c3c(C)n(CC(=O)N4CCCC4)c4ccccc34)CC2)cc1C
7.4%	CC1CCCN(c2nc3c(S(=O)(=O)c4ccc(C(C)C)cc4)nnn3c3ccsc23)C1 (stereo unspecified)
3.7%	Cc1oc2ccc(O)c(CN3CCCC3)c2c1C(=O)Nc1cccc(Cl)c1C

Remaining list, next part
Epigenetic derep	mol
0.0%	CCN(C(=O)c1cn(CC)c(=O)c2cc(OC)c(OC)cc12)c1ccccc1F
-1.9%	COc1ccc(-c2c3c(=O)n(C)c(=O)n(C)c3cn2-c2cccc(N)c2)cc1
0.0%	COc1ccc(OC)c(NC(=O)C(CCSC)NS(=O)(=O)c2cccs2)c1 (stereo unspecified)
-2.6%	Cc1ccccc1CS(=O)(=O)c1ncc(Cl)c(C(=O)Nc2nnc(C(C)C)s2)n1
